aGal spleen mod: alpha-galactosidase A (human) modulation | human spleen homogenate, 4MU-alpha-Gal fluorescence, 40 min | P06280 | 240,000 compounds, 0.008% hits | Potency, µM (series often up to 80 µM), without a hit: at the top dose activity change, negative = inhibition, usual class: inhibitors;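 note: 0% = enzyme with vehicle and -100% = no enzyme basal signal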
Target sequence (P06280 32-429 limits assumed): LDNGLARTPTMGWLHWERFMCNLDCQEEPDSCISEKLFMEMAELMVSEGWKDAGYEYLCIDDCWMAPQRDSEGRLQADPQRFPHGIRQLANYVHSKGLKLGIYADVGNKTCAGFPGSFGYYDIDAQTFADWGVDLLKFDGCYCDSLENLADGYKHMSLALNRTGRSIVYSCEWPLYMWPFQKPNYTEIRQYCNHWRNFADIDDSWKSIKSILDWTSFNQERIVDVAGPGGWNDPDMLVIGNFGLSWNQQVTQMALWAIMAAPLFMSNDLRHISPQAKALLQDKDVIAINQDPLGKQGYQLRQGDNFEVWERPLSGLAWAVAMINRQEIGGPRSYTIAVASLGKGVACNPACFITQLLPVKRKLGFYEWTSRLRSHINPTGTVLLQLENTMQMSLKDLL
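Inhibition or activation of alpha-galactosidase in human spleen homogenate is scored by 4-MU fluorescence after 40 min at 37C, pH 5.0, with 1 mM substrate. AC50s come from concentration-response fitted to the Hill equation.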
Tau fibril FP: tau fibrillization inhibition (FP); AID 1468; Potency, µM (top dose mostly 57.7 µM), for the others: at the top dose activity, negative = inhibition, usual class: inhibitors; P10636; 280,000 compounds, 0.39% hits; K18 P301L tau heparin fibrillization, Alexa594 FP, 6 h; note: % is set by controls: 0 for no effect and ±100 for the full control effect; nearly all actives have a fitted effect of over 55% in size
Target sequence (P10636 561-689 P618L limits assumed): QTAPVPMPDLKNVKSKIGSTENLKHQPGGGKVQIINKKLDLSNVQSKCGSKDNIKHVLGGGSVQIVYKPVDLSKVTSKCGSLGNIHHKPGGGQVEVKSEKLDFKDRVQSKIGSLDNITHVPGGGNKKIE
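Quantitative HTS format: compounds meet 15 uM recombinant K18 P301L tau and Alexa 594-tau tracer in 100 mM sodium acetate pH 7; 20 uM heparin triggers fibrillization at 37 C over 6 hr; FP gives the signal.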
Tau fibril ThT: inhibitors of human tau fibril formation, thioflavin T binding; P10636; recombinant tau K18 P301L, heparin-induced fibrillization, ThT fluorescence; Potency, µM (top dose mostly 57.4 µM), without a hit: at the top dose activity, negative = inhibition, hits mostly inhibitors; 270,000 compounds, 2.1% hits; note: % is set by controls: 0 for no effect and ±100 for the full control effect; nearly all actives have a fitted effect of over 55% in size
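Recombinant human tau K18 fragment […] carrying P301L, 15 uM unlabeled plus 0.24 uM Alexa 594-labeled, was fibrillized with 20 uM heparin in 100 mM sodium acetate pH 7 for 6 hr at 37 C; 30 uM ThT fluorescence read after 1 hr.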
HTT cytoprotect: cytoprotection in Huntington HTT-Q103 PC12 cell model | PC12 HTT-Q103 induced, cytoprotection, ATP luminescence, 40 h | Potency, µM (titrated, usually from 56.4 µM), inactives show cytoprotection (ATP increase), most hits filed as activators | 230,000 compounds, 0.14% hits;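 note: % of control where 0% means no effect; nearly all actives have a fitted effect of over 45% in size; toxic huntingtin expression switched on by the ecdysone agonist tebufenozide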
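Compounds were screened for protection of PC12 cells against cell death after tebufenozide induction (100 nM final) of mutant Huntingtin exon 1 (Q103) fused to GFP.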
GAA glycogen: GAA glycogen-cleavage inhibition or activation; AID 2100; recombinant GAA, glycogen substrate, Amplex Red glucose oxidase fluorescence; Potency, µM (highest dose often 76.4 µM), without a hit: at the top dose activity change, negative = inhibition, actives largely listed as inhibitors; P10253; 300,000 compounds, 0.38% hits;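 note: 0% = full enzyme reaction and -100% = no-enzyme basal signal; the screen sought inhibitors and activators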
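Natural-substrate format: glycogen cleavage by 4 nM human enzyme, glucose read by Amplex Red coupling (Ex 573, Em 610 nm). Normalized to enzyme and no-enzyme controls.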
Tau fluor cs: counter-screen for tau fibril formation inhibitors; tau K18 P301L Alexa594 fluorescence, heparin fibrillization; AID 1463; 280,000 compounds, 0.93% hits; Potency, µM (series often up to 57.7 µM), without a hit: at the highest dose activity change, negative = decrease; note: % is set by controls: 0 for no effect and ±100 for the full control effect; nearly all actives have a fitted effect of over 55% in size
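Human tau K18 P301L (15 uM unlabeled, 0.24 uM Alexa 594-labeled) in 100 mM sodium acetate pH 7 with 20 uM heparin, 6 hr at 37 C. ThT 30 uM added, 1 hr ambient; Alexa 594 FP and total fluorescence read at 555/632 nm.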
aGlu spleen mod: lysosomal alpha-glucosidase (human) modulation. P10253. human spleen homogenate, 4-MU-alpha-glucoside fluorescence. Potency, µM (doses to about 79.9 µM), inactives show top-dose activity change, negative = inhibition, usual class: inhibitors. 240,000 compounds, 0.006% hits. AID 2112;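 note: 0% = enzyme with vehicle and -100% = no enzyme basal signal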
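Human spleen homogenate (1 ug) incubated with compounds and 1 mM 4-methylumbelliferyl-alpha-D-glucopyranoside in pH 5.0 citrate/phosphate buffer, 37 C, 40 min. Stopped at pH 10; 4-MU fluorescence (Ex 365/Em 440 nm); AC50 by Hill fit.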
GAA inh: blocks human lysosomal alpha-glucosidase | P10253 | purified human GAA, 4-MU-alpha-glucoside fluorescence | Potency, µM (top dose mostly 76.9 µM), without a hit: top-dose activity change, negative = inhibition, hits mostly inhibitors | 200,000 compounds, 0.005% hits | AID 1466;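 note: plate controls were uninhibited enzyme wells for no effect and no-enzyme background for full effect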
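AC50 values come from Hill fits of compound titrations (up to 77 uM) against 4 nM human enzyme. Substrate 4-methylumbelliferyl-alpha-D-pyranoside at 400 uM, pH 5.0 citrate buffer, 20 min room temperature; fluorescence Ex 365/Em 440 after alkaline stop.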
An asterisk follows results filed as active; ? = inconclusive; · = no result given; & = joins results of further samples; [ ] = dose if it differs, or a comment. Calls come from the whole dose curve; as a rule, active = well fitted curve in the direction sought with a large enough effect; inconclusive = small, poorly fitted or top-dose-only effect, or another doubt; inactive = no such curve, though single readings can be large; an effect the other way counts as inactive or inconclusive. Potency is the fitted concentration of half-maximal effect.

Molecule,aGlu spleen mod,aGal spleen mod,Tau fibril FP,HTT cytoprotect,GAA glycogen,Tau fibril ThT,GAA inh,Tau fluor cs
O=C(Nc1nc2c(s1)CCCC2)c1cc(-c2ccc3c(c2)OCO3)nc2ccccc12,-4.8%,-2.4%,6.4%,8.3%[10 µM],2.5%,4.4%,4.5%,1.3%
CC1(C)Cc2cccc(OCC(=O)Nc3cc(C(F)(F)F)ccc3N3CCOCC3)c2O1,16.8%,11.7%,3.6%,6.1%,-21.8%,16.7%,-4.1%,7.9%
O=C1C=C[C@@H](O)[C@H]2[C@@H]3C(=O)N(Cc4ccccc4)C(=O)[C@@H]3CC[C@H]12,-11.4%[17.4 µM],-8.3%[17.5 µM],-0.1%[11.6 µM],4.2%[10 µM],·,-3.4%[11.5 µM],·,-5.8%[11.6 µM]
CCCCNc1oc(-c2ccc(COc3ccccc3C)o2)nc1C#N,·,·,13.5%,·,-28.0%[76.3 µM],-5.2%,·,?
COc1ccccc1NC(=O)c1oc2ccccc2c1NC(=O)C1CCCCC1,·,·,-17.3%,·,9.5%[76.3 µM],2.9%,·,-23.0%
Brc1ccc(-c2nnc3n2CCCCC3)cc1,-0.6%,2.0%,0.9%,-6.8%[10 µM],-0.6%,4.4%,-1.6%,-1.6%
CN(C)c1nc2n(c(=O)n1)C(C#N)CS2 (stereo unspecified),1.0%,1.7%,8.3%,-9.2%[10 µM],19.2%,4.2%,4.8%,1.7%
CCOC(=O)c1c(C)[nH]c2cc(Br)c(OC)cc12,-1.0%,-0.3%,-2.5%,2.6%,4.4%,-6.7%,-13.3%,-13.2%
COc1ccc(OC)c(CN2CCC(CO)(CCOc3ccccc3)CC2)c1,8.7%,9.7%,2.0%,6.3%[10 µM],1.4%,-1.0%,-10.2%,-3.8%
COc1ccc(NC(=O)CCC(=O)NCCO)cc1,-0.4%,-3.4%,13.2%,?,12.7%,-3.9%,7.7%,-3.6%[2.34 µM]
Cc1ccc2nc(SCc3nc4cc(Cl)ccc4c(=O)[nH]3)[nH]c2c1,3.3%,0.0%,-1.5%,-31.6%[inhibitor],6.8%,?,-14.3%,-20.9%
COc1ccccc1CNC(=O)CSc1nc(-c2ccccc2)cn1N,-6.8%,-4.8%,-0.8%,-1.8%[10 µM],6.1%,-3.2%,-9.0%,-11.0%
N=c1c2c3c(sc2ncn1Nc1ccccc1)CCC3,-9.2%,11.1%,5.8%,-13.7%[10 µM],11.8%,-10.4%,·,-1.0%
CCOC(=O)N1CCC2(CC1)OC(=O)C(C)=C2C(=O)NCc1cccc(OC)c1,·,·,-1.5%,·,-9.6%[76.3 µM],2.0%,·,4.6%
COc1ccccc1C1=NOC(Cn2c(NCC3CCCO3)nc3c2c(=O)n(C)c(=O)n3C)C1 (stereo unspecified),4.3%,5.3%,5.0%,6.1%[10 µM],4.7%,7.3%,·,5.3%
CCN(CC)c1ccc(NC(=O)CCCCCN2C(=O)c3ccccc3C2=O)cc1,-4.1%,7.9%,?,-27.6%,2.9%,?,-8.2%,-24.5%
CCOC(=O)c1cnc2ccc(OCC)cc2c1N1CCN(c2cccc(Cl)c2)CC1,·,·,7.7%,·,-23.5%[76.3 µM],?,·,-14.0%
CC(=O)c1cc2c(cc1NC(=O)c1ccc(C)cc1)OCO2,1.9%,5.0%,-5.7%,1.0%[10 µM],4.0%,1.8%,?,7.4%
CCOC(=O)c1sc(NC(=O)CCN2C(=O)c3cccc([N+](=O)[O-])c3C2=O)c(C(=O)OCC)c1C,-3.0%,-9.7%,8.5%,39.4%[10 µM],2.6%,-9.1%,-3.0%,-16.6%
COc1cc(O)c(C(CCN2CCCC2)c2ccc3c(c2)OCO3)c(OC)c1 (stereo unspecified),0.1%&-4.8%,-3.0%&6.3%,-4.2%,-13.7%[10 µM],8.6%,-7.1%,·,-3.8%
COc1ccc(-c2noc(CSc3nc(N)cc(=O)[nH]3)n2)cc1,0.9%,0.6%,-2.3%&-8.0%,5.8%[10 µM],2.4%,-14.9%,·,1.1%&-8.9%
COC(=O)c1ccccc1NC(=O)c1ccc2c(Cl)c3c(nc2c1)CCCC3,·,·,-6.1%,·,15.2%[76.3 µM],-7.5%,·,-8.2%
c1cc(Nc2ncnc3sccc23)cc(-c2nnc3n2CCCCC3)c1,-6.1%,4.6%,-1.7%,-4.3%,-0.1%,-8.9%,-0.8%,-12.9%
O=C(Nc1cccc(F)c1)c1ccc2snnc2c1,·,·,-4.3%,·,-1.2%[76.3 µM],-10.2%,·,-18.5%
CC(=O)Nc1nnc(CCN2CCCCC2)s1,-8.0%,4.6%,5.8%,-0.5%,-2.0%,2.7%,-7.5%,3.2%
Cc1cc2oc(C(=O)Nc3cccc(-c4nc5ccccc5o4)c3)c(C)c2cc1C,·,·,2.4%,·,5.0%[76.3 µM],-13.5%,·,-15.1%
Cc1ccc(Oc2ccccc2/C=C2\SC(=O)N(C)C2=O)cc1,-4.2%,-5.6%,-4.2%,-4.6%,-0.9%,-7.6%,5.9%,-11.2%
CCCCOc1ccc(S(=O)(=O)Nc2cc(OC)ccc2OC)cc1,-1.6%,6.2%,9.6%,8.3%,-6.5%,-5.2%,2.2%,-25.2%
O=C(CCC(=O)N(CC(=O)NC1CCCCC1)Cc1ccccc1)Nc1ccccn1,-3.1%,9.0%,-0.7%,-12.7%,-10.9%,-2.7%,4.7%,-6.4%
Cc1cc(C)c(S(C)(=O)=O)c(S(=O)c2ccc(Cl)cc2)n1 (stereo unspecified),1.5%,1.5%,-0.4%,3.8%,-4.5%,-5.2%,0.4%,-3.5%

3 compounds drawn at random from those above:
Molecule,aGlu spleen mod,aGal spleen mod,Tau fibril FP,HTT cytoprotect,GAA glycogen,Tau fibril ThT,GAA inh,Tau fluor cs
COC(=O)c1ccccc1NC(=O)c1ccc2c(Cl)c3c(nc2c1)CCCC3,·,·,-6.1%,·,15.2%[76.3 µM],-7.5%,·,-8.2%
O=C1C=C[C@@H](O)[C@H]2[C@@H]3C(=O)N(Cc4ccccc4)C(=O)[C@@H]3CC[C@H]12,-11.4%[17.4 µM],-8.3%[17.5 µM],-0.1%[11.6 µM],4.2%[10 µM],·,-3.4%[11.5 µM],·,-5.8%[11.6 µM]
COc1ccc(OC)c(CN2CCC(CO)(CCOc3ccccc3)CC2)c1,8.7%,9.7%,2.0%,6.3%[10 µM],1.4%,-1.0%,-10.2%,-3.8%

(list continues)
Molecule,aGlu spleen mod,aGal spleen mod,Tau fibril FP,HTT cytoprotect,GAA glycogen,Tau fibril ThT,GAA inh,Tau fluor cs
COC(=O)c1cc(S(=O)(=O)N2CCOCC2)c(Cl)cc1N1CCOCC1,-6.5%,3.0%,2.0%,-24.9%,-2.9%,-4.5%,0.9%,-3.4%
COC(=O)Nc1ccc(S(=O)(=O)N2CCC(C(=O)N(C)C3CCCCC3)CC2)cc1,·,-7.2%,-5.5%,0.2%,-16.9%,-7.6%,-3.8%,-5.2%
CC(=O)N(CCCCl)C(C#N)c1ccccc1 (stereo unspecified),4.0%,9.1%,4.0%,·,3.2%,-11.5%,0.8%,-18.1%
CCn1c(CNc2ccc(F)cc2)nnc1SCC(=O)Nc1ccc(OC)cc1,-9.1%,-2.8%,10.9%,4.6%[10 µM],0.1%,-9.6%,3.2%,-8.1%
CCOc1ncccc1C(=O)OCC(=O)Nc1cc(S(=O)(=O)N(CC)CC)ccc1C,-0.4%,-6.5%,6.2%,-17.1%,-4.8%,-15.3%,-9.5%,-27.2%
CC(=O)c1ccc(N2CCN(C(=O)c3n[nH]c4ccccc34)CC2)cc1,2.7%,11.2%,-4.8%,-5.2%[10 µM],9.6%,?,-13.9%,-4.3%
O=C(O)CCCCCN1C(=O)C(=O)/C(=C(/O)c2ccccc2)C1c1ccccc1 (stereo unspecified),-3.1%,5.7%,-2.5%,-25.0%,-0.8%,-8.9%,?,-7.5%
OCCCNC(=S)Nc1ccc2nccnc2c1,-6.7%,1.5%,-8.9%,-9.1%[10 µM],10.5%,-21.2%,2.8%,-18.1%
Cc1cc(C)n(-c2ccc(C)c(Cl)c2)n1,1.3%,3.7%,12.8%,-3.5%[10 µM],-3.3%,5.1%,-1.9%,8.9%
COc1ccc(S(=O)(=O)CCC(=O)N2CCN(c3ccc(F)cc3)CC2)cc1,-6.9%,3.4%,5.3%,-11.5%,0.2%,?,0.4%,-5.5%
O=C(NCc1ccc(F)cc1)C1CCCN(c2nc3ccsc3c(=O)s2)C1 (stereo unspecified),-18.7%,0.9%,-9.0%,-1.7%[10 µM],1.9%,2.6%,?,-10.4%
COc1ccc(NC(=O)NCc2ccncc2)cc1,-2.4%,-3.1%,0.4%,0.3%,4.3%,-6.8%,1.2%,-2.9%
Cc1nc2ccccc2c(=O)n1NC(=O)C1CC1C (stereo unspecified),0.6%,2.6%,9.6%,-3.7%[10 µM],-5.5%,-6.1%,-7.4%,-5.1%
Cc1cccc(C(=O)Nc2sc3c(c2C(=O)O)CCCC3)c1,·,·,8.9%,·,8.2%,?,·,-14.6%
COc1ccc(OCCCC(=O)Nc2cccc([N+](=O)[O-])c2)cc1,3.2%,2.5%,4.5%,21.0%[10 µM],-7.8%,?,-5.8%,-11.8%
Cc1nn(Cc2ccccc2)c2c1C(c1ccc(Cl)cc1)C(C#N)=C(N)O2 (stereo unspecified),0.1%,10.4%,-8.9%,4.6%[10 µM],?,?,10.0%,-29.7%
Cn1cnc([N+](=O)[O-])c1NC(C)(C)C,-3.4%,6.8%,2.6%,-1.8%,6.3%,-6.0%,-7.2%,-12.5%
CCn1nnnc1-c1ccc(OC)c(S(=O)(=O)NCCc2ccccc2)c1,-4.2%,4.6%,-6.6%,-2.5%,7.9%,-2.6%,3.0%,-4.5%
O=C(NCc1cccs1)c1csc2c1CCCCC2,-10.0%,-5.3%,6.5%,-9.4%,1.9%,2.0%,-4.0%,-1.2%
COc1ccc(CNc2oc(Cc3cccc4ccccc34)nc2C#N)cc1,4.3%,-0.8%,-4.1%,-22.0%[0.074 µM],-28.6%,-5.5%,-9.6%,?

Screens: PubChem BioAssay, National Center for Advancing Translational Sciences (NCATS)
